# Assay outcomes: PubChem, several laboratories
# MT stabilize HCS – microtubule stabilizers in HeLa cells, primary screen, imaging, high-content imaging | AID 2205, 2009 | HeLa tubulin immunostaining HCS, 24 h; share of cells brighter than vehicle mean+2SD | % tubulin-high responders, % at 10 µM | hit rate 0.83% among 200,000;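 active = plate Z-score above 3 for both tubulin-high and condensed-nucleus cell shares, with cell loss under 80%, at 10 µM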;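 also: anti alpha tubulin signal scored within the nucleus-defined area of each cell; some results filed as inactive read as strong as hits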
# XIAP antagonists – XIAP antagonists, biochemical, IAP family, fluorescence polarization (AID 1018). E3 ubiquitin-protein ligase XIAP (Homo sapiens). XIAP BIR domain, fluorescence polarization peptide displacement; higher % means a stronger effect. displacement, % at 20 µM, or IC50 in µM where a hit was titrated. hit rate 0.007% among 200,000; in the data active = displacement above about 50%; also: a part of the inactive calls stands beside numbers as strong as those of hits
# CSM14.1 death rescue – rescue of cells from ER stress-induced death, primary screen, 384-well, CSM14.1, thapsigargin, ATP luminescence (AID 1222) | one-dose cellular ATP content (survival), % at 20 µM; EC50 in µM for titrated hits | 190,000 tested, under 10 active | CSM14.1 thapsigargin-induced death rescue, ATP luminescence; higher % means a stronger effect;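 active = EC50 below 50 µM in the dose-response confirmation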;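 also: death triggered by thapsigargin at about 15 µM added after 2 h compound pretreatment; cell ATP read after overnight thapsigargin exposure of roughly 18 to 22 hours; normalized against plate controls of thapsigargin alone and 5% DMSO vehicle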
# Dynein transport – inhibitors of GR-EGFP nuclear translocation, primary screen, dynein cargo transport inhibitor project, imaging, high-content, 3617.4 mouse cells; test concentration mostly 20 µM; stimulated with dexamethasone, 1 µM; stronger effect = lower value; z-score, hits read low; hit rate 0.47% among 220,000; AID 1381, 2008;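 active = plate z-score of nuclear minus cytoplasmic receptor signal below a set negative limit, without overly bright fluorescence or cell loss, cut at about -3.5 in these data, passing the limit was not always enough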;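 also: z-score of nuclear minus cytoplasmic ring GR-EGFP intensity difference per well; some compounds called inactive have numbers as strong as hits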
#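 Buffer or medium – tet-free medium with charcoal-stripped serum · Signal – automated 10x imaging of fixed Hoechst-stained cells · Also added – dexamethasone agonist, 1.0 µM final, for 30 min · Incubation – induction 48 h, compound 1 h, agonist 30 min · Read-out – GR-EGFP nuclear translocation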
# b-catenin transl – modulators of beta-catenin nuclear translocation, primary screen, imaging, HeLa cells, immunofluorescence, high-content | nuclear translocation activity, % at 5 µM | hit rate 0.3% among 190,000 | AID 1665, 2009;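 active = nuclear translocation activity above 50% at 5 µM, with a well cell count of 50 or more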;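 also: per-cell ratio of nuclear to cytoplasmic median beta-catenin stain intensity; plate controls were DMSO negative control for no effect and GSK-3 inhibitor IX positive control for full effect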
#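 Assay system: human HeLa cells, native beta-catenin; doses: 5 µM primary, 0.02–20 µM confirmation; incubation: compound treatment 24 h, 37°C, 5% CO2; technique: fluorescence imaging of beta-catenin antibody stain plus DAPI; measure: % activation, nuclear-to-cytoplasmic median beta-catenin signal ratio per cell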
# Hep lipid drop – inhibitors of hepatocyte lipid droplet formation, primary screen, imaging, high-throughput imaging, BODIPY stain | AML12 mouse hepatocytes, oleate lipid droplets | inhibition, % at 6.5 µM | hit rate 0.4% among 240,000;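 active = lipid droplet intensity inhibited by at least 50%, with more than 500 cells counted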
#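 Assay system: AML12 mouse liver cells | Compound dosing: One dose, 6.5 µM compound | Read-out basis: Droplet intensity reduction, % inhibition | Measured by: Fluorescence imaging, 20x objective, two fields per well | Schedule: Overnight treatment with compound plus oleate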
# WT yeast gro inh – growth inhibition of WT strain, primary screen, mitochondrial fusion inhibitor project, WT and mutant strains, chemical genetic | mitochondrial fusion phenotypic screen | inhibition, % at 10 µM | hit rate 2.1% among 190,000; in the data active = inhibition above about 58%; tested in S. cerevisiae
# Ins promoter up – insulin promoter activators in MIN6 cells, imaging, high-content screening, mouse beta cells; MIN6 insulin promoter-GFP reporter; stronger effect = higher value; z-score at 5 µM; hit rate 0.3% among 190,000;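 active = z-score above 3 at 5 µM with at least 500 cells counted in the well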
# Autophagy mod – autophagy modulators in MEF cells, primary screen, imaging, high-content, MEF GFP-LC3 | AID 463193, 2010 | MEF GFP-LC3 puncta imaging; test concentration mostly 10 µM | calls only at 10 µM (by protocol) | hit rate 0.98% among 190,000;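 active = percentage of spot-positive cells more than 3 SD above its plate mean, without a fluorescence outlier flag or 80% toxicity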;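 also: spot-positive cell cutoff set from DMSO-treated cells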
# WT yeast gro inh mutant strain – second read-out of WT yeast gro inh, no call of its own (marks repeat the call); inhibition, %; mitochondrial fusion phenotypic screen, mutant strain inhibition
# Dynein transport cytoplasmic EGFP – recorded beside Dynein transport, whose call it bears; z-score; measured here: cytoplasmic GR-EGFP intensity; stronger effect = higher value
# Dynein transport nuclear GR-EGFP – also measured in Dynein transport; calls as there; z-score; measured here: nuclear GR-EGFP intensity;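 lower value marks the stronger effect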
# Dynein transport cell count – also measured in Dynein transport; calls as there; z-score; measured here: cell count per field
# Ins promoter up cell count – recorded beside Ins promoter up, whose call it bears; cell count; measured here: cytotoxicity, nuclei count;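 total cells summed across four imaged fields per well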
# Hep lipid drop cells 6.5 µM – recorded beside Hep lipid drop, whose call it bears; cell count; measured here: cell count, cytotoxicity flag;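 cells counted across two imaged fields per well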
# b-catenin transl cell count 5 µM – second read-out of b-catenin transl, no call of its own (marks repeat the call); cell count; measured here: cell count, cytotoxicity flag
# MT stabilize HCS Hoechst-high % – also measured in MT stabilize HCS; calls as there; % Hoechst-high responders; measured here: nuclear condensation Hoechst responders;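 share of cells brighter than vehicle mean plus two SD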
# MT stabilize HCS cytotoxicity % – recorded beside MT stabilize HCS, whose call it bears; toxicity, %; measured here: cytotoxicity by cell density;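 0% = mean cell density of plate MIN control wells and 100% = no cells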
# Autophagy mod cell loss 18 h – recorded beside Autophagy mod, whose call it bears; toxicity, %; measured here: cell loss, nuclei count;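 cell loss after 18 h compound exposure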
# An asterisk follows results filed as active; i = inactive; . = not tested or not shown; + = active, no number.
SMILES	MT stabilize HCS	CSM14.1 death rescue	XIAP antagonists	WT yeast gro inh	b-catenin transl	MT stabilize HCS cytotoxicity %	Dynein transport cytoplasmic EGFP	Autophagy mod cell loss 18 h	WT yeast gro inh mutant strain	Hep lipid drop	b-catenin transl cell count 5 µM	Ins promoter up cell count	Ins promoter up	Autophagy mod	Dynein transport cell count	Hep lipid drop cells 6.5 µM	Dynein transport	Dynein transport nuclear GR-EGFP	MT stabilize HCS Hoechst-high %
COc1ccc(C(=O)N/C(=C\c2cn(C)c3ccccc23)C(=O)OCC(C)C)cc1	2.5	-3.1%	-7.9%	-8	-2.2	11	-0.18	4	-10	-9	911	1376	0.12	i	0.31	627	-0.22	-0.31	3.5
Cc1nn(CC(=O)O)c2ccccc12	2.0	-1.7%	-1.7%	-8	.	8.5	-0.21	10	-5	16	.	923	0.47	i	0.3	829	-0.88	-0.19	1.5
COc1ccc(C)cc1N(C(=O)c1ccc(F)cc1)c1nc2ccccc2s1	3.7	-1.0%	-0.6%	69*	-1.5	8.2	-0.25	25	22*	-24	1132	1579	-0.04	i	-0.12	599	0.29	0.23	1.8
COc1ccc(C(=O)Nc2cccc(C(C)=O)c2)cc1OC	1.7	-0.3%	-2.4%	-3	-1.4	8.1	-0.2	-5	11	.	865	1149	-0.1	i	0.41	.	-0.018	0.27	2.3
CCOc1cc(NC(=S)N2CCC(C(N)=O)CC2)c(C(=O)OC)cc1OCC	1.2	-1.5%	0.7%	4	-0.2	3.3	-0.031	-41	12	4	1150	1213	0.81	i	0.89	741	-0.38	-0.2	1.4
CCCCN1C(=S)SC(C)(C)C1/[N+]([O-])=C/c1cccnc1 (stereo not drawn)	2.8	-1.3%	-3.9%	1	0.6	10	-0.19	2	3	.	1361	1515	0.93	i	0.74	.	-0.033	-0.15	2.4
Cc1ccc(C2=NN(C(=O)c3cccs3)C(c3ccccc3O)C2)cc1 (stereo not drawn)	3.8	1.2%	-5.5%	14	1.2	3.6	-0.37	9.7*	-14	15	1441	1487	-0.17	+	1.1	728	-0.88	-0.89	3.1
Cc1cc(N(C)C)c(C#N)c(=O)[nH]1	2.5	-1.6%	-0.4%	-14	-4.6	6.6	0.0033	-3	-17	8	1246	1264	-0.36	i	0.83	751	0.02	0.059	4.3
Cc1ccc(CC(=O)NC(C)CCc2ccccc2)cc1 (stereo not drawn)	4.0	2.1%	-5.6%	13	-2.0	3.4	-0.19	2	-1	.	1391	1460	-0.2	i	0.0061	.	-0.74	-0.14	2.1
CC(C)(C)OC(=O)CN1C(=O)C(Sc2n[nH]c(-c3ccccc3)n2)CCc2ccccc21 (stereo not drawn)	3.7	1.2%	-3.9%	32	.	5.4	-0.23	-1	10	.	.	.	.	i	0.68	.	-0.48	-0.83	1.1
Cc1cccc(C)c1OCc1nnc(SCC(=O)Nc2cccc(C(=O)N3CCOCC3)c2)n1C	2.4	9.8%	-1.6%	-14	-2.0	9.4	-0.27	8	-35	4	1019	1390	-0.17	i	-0.75	653	1.2	0.29	2.0
CCN(C1CCCCC1)S(=O)(=O)c1ccc(S(=O)(=O)NCCc2ccncc2)cc1	2.6	1.4%	-8.1%	16	-0.2	1.5	-0.19	8	9	.	1112	911	1.6	i	-0.19	.	0.53	0.51	2.6
CCn1c(O)c(N=NC(=S)NCC2CCCO2)c2ccccc21 (stereo not drawn)	3.3	32%	-3.1%	16	2.4	0.6	-0.07	-7	21	6	940	1044	-0.89	i	-1.2	676	-0.058	0.59	2.2
Cc1cccc(C#N)c1NC1=CC(=O)CC(C)(C)C1	4.0	.	2.2%	-9	-1.1	8.2	-0.19	22	1	.	733	1122	1.3	i	-1	.	-0.039	-0.18	2.1
CCN(C(=O)c1cnc2scc(C)n2c1=O)c1ccccc1C	4.2	-2.4%	-4.6%	-11	-1.7	5.9	0.04	12	-2	-28	1066	2033	0.17	i	0.19	626	-0.09	0.22	1.8
O=C(Nc1ccc(N2CCN(C(=O)c3cccs3)CC2)c(Cl)c1)c1ccco1	2.3	5.0%	-2.4%	3	.	7.0	-0.38	2	3	-4	.	941	-0.28	i	0.39	767	-0.19	0.011	1.9
CCn1c(SCC(=O)Nc2ccc3c(c2)c2ccccc2n3CC)nnc1-c1cnccn1	4.6	-0.2%	-11%	22	-3.1	4.0	-0.051	-11	8	-2	1151	1092	-0.16	i	0.7	743	-1.2	-0.47	2.0
O=C(Nc1ccc(Cl)cc1)c1ccsn1	5.4	-1.3%	-5.3%	13	-1.4	0.3	-0.16	11	28	.	924	1411	0.65	i	-1.2	.	1	1.1	1.9
CCc1ccc(CN(C)C(=O)c2cc(COc3c(F)cccc3F)on2)cc1	4.4	16%	-6.7%	45	-0.3	9.2	-0.21	12	27	-5	1557	1465	0.28	i	-0.4	761	0.7	-0.018	1.6
CCC(C#CCN1CCOCC1)(CC)OCCC#N	1.2	0.6%	0.2%	4	-6.3	9.9	-0.23	-4	7	.	1023	1314	-0.06	i	0.29	.	-0.37	-0.19	1.3

# Other compounds.
SMILES	MT stabilize HCS	CSM14.1 death rescue	XIAP antagonists	WT yeast gro inh	b-catenin transl	MT stabilize HCS cytotoxicity %	Dynein transport cytoplasmic EGFP	Autophagy mod cell loss 18 h	WT yeast gro inh mutant strain	Hep lipid drop	b-catenin transl cell count 5 µM	Ins promoter up cell count	Ins promoter up	Autophagy mod	Dynein transport cell count	Hep lipid drop cells 6.5 µM	Dynein transport	Dynein transport nuclear GR-EGFP	MT stabilize HCS Hoechst-high %
Cc1cccc(NC(=O)c2ccc(S(=O)(=O)N(C)C)cc2)n1	4.4	-0.1%	-1.3%	-8	-9.6	5.8	-0.22	-1	5	.	1016	.	.	i	0.61	.	-0.57	-0.35	3.0
N#CC1C=Cc2ccccc2N1C(=O)c1ccccc1 (stereo not drawn)	.	.	.	.	0.1	.	-0.22	.	.	3	1246	1031	-0.22	.	0.42	685	-0.29	0.28	.
Cc1ccc(C(=O)NCC(=O)OCc2csc(-c3ccccc3)n2)cc1	5.6	-2.6%	-2.4%	15	0.2	6.0	-0.19	-4	13	16	978	1169	-0.02	i	-0.06	690	0.53	0.067	2.8
O=C(O)c1cnn2c(C(F)(F)F)cc(-c3ccco3)nc12	3.5	1.6%	-3.8%	-1	-0.3	0.2	-0.2	18	-2	.	1186	1405	1.2	i	-0.32	.	0.51	0.89	1.8
Cn1c(C(=O)N2CCN(c3ccc([N+](=O)[O-])cc3)CC2)cc2c(=O)[nH]c3ccccc3c21	5.3	6.2%	3.7%	-18	-0.4	14	-0.29	5	8	-4	1000	1414	-2.7	i	-0.39	666	1.3	0.2	1.5
CCOc1ccccc1NC(=O)N1CCC(c2nc3ccc(C)cc3[nH]2)CC1	3.2	-0.9%	-3.2%	-1	-4.7	12	-0.17	1	7	.	1051	1144	-1.3	i	0.4	.	-0.5	0.19	3.4
CCOC(=O)c1cc(OCC(=O)NC(C)C(C)C)cc(C(=O)OCC)c1 (stereo not drawn)	2.2	-0.1%	-25%	-3	0.3	8.7	-0.3	5	-4	.	908	1152	1.3	i	-0.11	.	-0.67	-0.29	1.6
O=C1Nc2ccccc2N2CCCC12 (stereo not drawn)	2.7	-1.0%	-1.6%	3	-0.6	7.9	-0.26	-2	1	-9	974	1478	0.26	i	0.87	578	-0.17	-0.22	2.5
CCOC(=O)c1[nH]c2cc(OC)c(OC)cc2c1NC(=O)C(C)N1CCN(Cc2ccccc2)CC1 (stereo not drawn)	3.8	-2.0%	-3.3%	15	.	27	-0.092	30	-4	.	.	805	-0.65	i	-0.53	.	0.26	0.074	2.7
Cc1nn(-c2ccccc2)c(N)c1N=Nc1cccnc1	2.1	1.3%	-2.1%	-7	-2.2	0.3	-0.31	6	3	11	1090	1577	-0.87	i	0.7	637	-0.6	-0.39	1.4
CCCC(=O)N(Cc1cc2ccccc2[nH]c1=O)c1ccccc1OC	2.8	0.6%	-8.5%	3	.	6.8	-0.22	0	-12	-16	.	899	0.63	i	-0.13	751	-0.24	-0.12	1.8
CCC(C)Sc1nnc(Cc2cc(=O)[nH]c(=O)[nH]2)n1-c1ccc(OC)cc1 (stereo not drawn)	5.0	-0.3%	1.2%	0	.	8.3	-0.22	6	-4	.	.	993	-0.18	i	0.51	.	-1.6	-0.91	1.7
COc1cc([N+](=O)[O-])cc2cc(C(=O)N3CCN=C3c3ccccc3)c(=O)oc12	1.5	0.4%	-5.5%	2	2.8	5.2	-0.064	13	13	-2	1039	1160	-0.61	i	0.32	669	-0.36	-0.31	1.3
O=C(Nc1ccccc1Cl)c1cccc(NS(=O)(=O)c2ccccc2)c1	1.7	-2.7%	-4.7%	21	-1.0	2.8	-0.2	-6	17	-8	1099	887	-0.42	i	0.39	742	-0.32	-0.079	1.2
